CHO-K1 Ca ag: counter-screen for M1 agonists: effect in parental CHO-K1 cells | Fluo-8 calcium fluorescence; scaled to maximal ATP response, vehicle zero | activation, % at 3 µM | 360,000 compounds, 0.48% hits | AID 602248, 2012; in the data active = activation above about 15%;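 also: untransfected CHO-K1 host cells lacking M1 receptor as counterscreen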
M5 antag: human M5 muscarinic receptor antagonists, primary screen, CHO cells, Fluo-8 calcium fluorescence. Muscarinic acetylcholine receptor M5 (Homo sapiens), P08912. CHO-hM5 cells, ACh EC80. inhibition, % at 3 µM. 360,000 compounds, 0.59% hits. AID 624040, 2012;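 active = inhibition above a per-plate cutoff, the mean of that plate's test compounds plus 3 SD, cut at about 27% in these data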;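 also: 0% = acetylcholine EC80 with DMSO and 100% = DMSO without agonist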
Target sequence (P08912 whole entry, looked up): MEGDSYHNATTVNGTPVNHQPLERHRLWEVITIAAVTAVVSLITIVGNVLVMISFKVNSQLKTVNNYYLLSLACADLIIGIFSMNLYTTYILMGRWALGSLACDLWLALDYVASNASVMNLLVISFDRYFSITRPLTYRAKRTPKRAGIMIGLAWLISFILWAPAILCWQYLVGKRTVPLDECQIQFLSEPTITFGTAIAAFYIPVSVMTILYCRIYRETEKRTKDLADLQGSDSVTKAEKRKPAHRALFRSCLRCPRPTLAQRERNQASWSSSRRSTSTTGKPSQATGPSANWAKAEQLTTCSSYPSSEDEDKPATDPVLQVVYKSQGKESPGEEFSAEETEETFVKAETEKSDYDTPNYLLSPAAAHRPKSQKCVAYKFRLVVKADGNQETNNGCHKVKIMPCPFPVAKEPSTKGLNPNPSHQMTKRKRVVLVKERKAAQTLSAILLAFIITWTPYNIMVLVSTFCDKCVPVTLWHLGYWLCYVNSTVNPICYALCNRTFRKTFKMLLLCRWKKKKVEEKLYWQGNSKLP
M1 PAM parental: nonselective calcium activators in parental CHO-K1 cells, primary screen, counter-screen for M1 PAM project, cell-based, Fluo-8 calcium fluorescence, full deck, 1536-well; ATP EC20; 0% at ATP EC20, 100% at ATP max; activation, % at 3 µM; 360,000 compounds, 0.02% hits;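 active = activation above the run cutoff, the mean activation of all test compounds plus 3 SD, cut at about 40% in these data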;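 also: peak over basal fluorescence ratio in a 140 s read after ATP addition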
CHRM5 PAM: human M5 muscarinic receptor positive allosteric modulators, primary screen, CHO-K1 cells, Fluo-8 calcium fluorescence; Muscarinic acetylcholine receptor M5 (Homo sapiens), P08912; CHO-K1 hM5, ACh EC20 PAM; 0% = ACh EC20, 100% = ACh EC100; activation, % at 3 µM; 360,000 compounds, 0.3% hits;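 active = activation above the run cutoff, the mean activation of all test compounds plus 3 SD, cut at about 18% in these data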
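Replicates: One well per compound, no replicates | System: Human M5 receptor in CHO-K1 cells | Benchmarks: Low control EC20 acetylcholine (0%), high control EC100 acetylcholine (100%) | Probe or stimulus: Acetylcholine, EC20 level | Times: Fluo-8 loading 80 min at 37 °C plus 30 min room temperature | Signal: Intracellular calcium via Fluo-8 fluorescence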
CHRM5 agonist: human M5 muscarinic receptor agonists, primary screen, CHO-K1 cells, Fluo-8 calcium fluorescence | Muscarinic acetylcholine receptor M5 (Homo sapiens), P08912 | CHO-K1 hM5 cells; 0% DMSO wells, 100% maximal acetylcholine response | activation, % at 3 µM | 360,000 compounds, 0.19% hits | AID 624037, 2012;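 active = activation above the run's mean over test compounds plus 3 SD, cut at about 23% in these data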;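 also: signal is peak over basal fluorescence ratio across the kinetic read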
CHRM4 PAM: human M4 muscarinic receptor positive allosteric modulators, primary screen, CHO-K1 cells, Fluo-8 calcium fluorescence | 360,000 compounds, 0.4% hits | activation, % at 3 µM | Muscarinic acetylcholine receptor M4 (Homo sapiens), P08173 | CHO-K1 hM4/Gqi5, ACh EC20; 0% = ACh EC20, 100% = maximal ACh;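 active = activation above its plate's cutoff, the mean activation of sample wells plus 3 SD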; also: some results filed as inactive read as strong as hits
Target sequence (P08173 whole entry, looked up): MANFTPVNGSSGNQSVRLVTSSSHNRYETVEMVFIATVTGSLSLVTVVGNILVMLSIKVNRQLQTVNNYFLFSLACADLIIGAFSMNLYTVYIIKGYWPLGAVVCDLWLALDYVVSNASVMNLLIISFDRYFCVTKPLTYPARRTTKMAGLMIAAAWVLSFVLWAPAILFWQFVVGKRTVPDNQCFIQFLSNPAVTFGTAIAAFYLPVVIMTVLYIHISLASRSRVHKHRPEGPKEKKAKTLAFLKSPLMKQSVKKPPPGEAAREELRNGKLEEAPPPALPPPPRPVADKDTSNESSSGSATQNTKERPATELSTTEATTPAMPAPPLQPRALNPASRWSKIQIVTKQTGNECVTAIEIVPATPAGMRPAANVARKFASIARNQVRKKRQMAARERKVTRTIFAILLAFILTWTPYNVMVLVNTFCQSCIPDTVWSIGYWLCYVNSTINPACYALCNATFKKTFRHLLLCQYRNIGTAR
CHRM4 agonist: human M4 muscarinic receptor agonists, primary screen, CHO-K1 cells, Fluo-8 calcium fluorescence. 360,000 compounds, 0.14% hits. Muscarinic acetylcholine receptor M4 (Homo sapiens), P08173. activation, % at 3 µM. CHO-K1 hM4/Gqi5; vehicle 0%, full acetylcholine response 100%;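 active = activation above the run mean over all test wells plus 3 SD, cut at about 32% in these data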;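 also: peak over basal fluorescence ratio per well then scaled between controls; 0% = DMSO wells and 100% = acetylcholine at EC100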
CHO-K1 Ca antag: nonselective inhibitor or artifact in parental CHO-K1 cells; ATP-induced calcium, Fluo-8 fluorescence; inhibition, % at 3 µM; 360,000 compounds, 0.6% hits; AID 602250;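 active = inhibition above a per-plate cutoff, the plate's mean sample inhibition plus 3 SD, cut at about 24% in these data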;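 also: 0% = DMSO plus EC80 ATP and 100% = DMSO alone without ATP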
CHRM4 antagonist: human M4 muscarinic receptor antagonists, primary screen, CHO cells, Fluo-8 calcium fluorescence. Muscarinic acetylcholine receptor M4 (Homo sapiens), P08173. 360,000 compounds, 0.73% hits. inhibition, % at 3 µM. CHO-hM4 cells, ACh EC80;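 active = inhibition above its plate's cutoff, the mean inhibition of sample wells plus 3 SD, cut at about 27% in these data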;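 also: 0% = acetylcholine EC80 with DMSO and 100% = DMSO without agonist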
An asterisk follows results filed as active; / = no result given.

Results follow in this order: CHO-K1 Ca antag, M5 antag, CHRM4 agonist, CHRM4 antagonist, CHRM5 PAM, CHO-K1 Ca ag, M1 PAM parental, CHRM5 agonist, CHRM4 PAM
- CCCc1noc2c1C(c1ccoc1)C(C#N)=C(N)N2 (centres undefined)
→ -4, 2, 0, -3, 1, 0.2, 13, 0, 7
- CC1=NN(C(=O)Cc2ccc([N+](=O)[O-])cc2)C(O)(c2ccccc2)C1 (centres undefined)
→ -22, -2, 3, -7, -10, 0.7, 12, 0, 1
- CCOc1ccc(NC(=O)CSc2ncnc3c2sc2ccccc23)cc1
→ -7, 2, 0, -5, -1, -0.1, 2, -1, 3
- CCS(=O)(=O)N1CCC(C(=O)N2CCOCC2)CC1
→ -9, 3, 0, -2, -1, 0.0, 8, 0, -8
- CNc1snc(C)c1C(=O)OCC(=O)c1ccc(OC)c(F)c1
→ 18, 19, 14, 7, -12, 14, -21, 9, -2
- Cc1ccc(S(=O)(=O)N2CCN(C(=O)CC(C)C)CC2)cc1
→ -11, 10, 1, -4, 1, 0.8, 15, 0, 1
- CCOC(=O)c1[nH]cnc1N=Nc1c(O)ccc2ccccc12
→ -5, 3, 1, 3, -8, 0.3, 4, 0, 5
- COc1ccccc1N(CCOc1ccccc1)S(=O)(=O)c1ccccc1
→ -17, 9, 1, -6, -15, 0.8, 19, -2, -2
- c1ccc(CCNc2nnnn2-c2ccccc2)cc1
→ -7, -8, 4, -25, 12, 1.2, 23, -2, 9
- O=C(CCNS(=O)(=O)c1ccc(Br)s1)NCc1ccc2c(c1)OCO2
→ 0, 3, 3, -8, -6, 0.5, -1, 1, -2
- Cc1ccc2c(c1)N(C(=O)CCC(=O)N1CCC(C(N)=O)CC1)CCO2
→ 3, 12, 20, -4, -19, 4.2, 4, 6, -10
- Cc1ccc(SCC(=O)c2c(C)nc3ccccn23)cc1
→ -4, 7, 12, -16, -11, 11, 11, 8, 2
- COc1ccc(-c2cn(CCC(=O)NCc3ccc(C)cc3)c(-c3ccncc3)n2)cc1
→ -10, 13, 0, -3, 2, -0.8, 14, -4, 3
- COc1ccc2c(c1)-c1c(ssc1=S)C(C)(C)N2C(=O)CSC1=NCCS1
→ -8, 3, -2, -9, -23, -0.1, 16, -15, 9
- N#Cc1c(-c2ccccc2)cc(-c2ccccc2)nc1SCC(=O)NCC(=O)O
→ -12, 3, -1, -6, -1, 0.5, 17, -1, 11
- CCc1nc2ccc(C(=O)Nc3ccc(NC(C)=O)cc3)cn2c1N(C)CCCc1ccccc1
→ 2, 9, 9, 26, -9, 1.8, 6, 11, -13
- CCN1CC(CN(C)Cc2nc(-c3ccco3)oc2C)CC1=O (centres undefined)
→ -16, 10, 1, 3, -1, 0.9, 19, -2, 1
- Cc1ccccc1N1C(=O)C2C3CCC(O3)C2C1=O (centres undefined)
→ -7, 10, 0, -4, 1, 1.6, 10, -3, -6
- Cc1ccc(CC(=O)O/N=C(\N)Cc2ccc([N+](=O)[O-])cc2)cc1
→ -2, -7, 0, -2, 5, 12, 23, -6, 0
- CCOC(=O)Cn1nc(C)n(-c2cccc(Cl)c2)c1=O
→ -7, -5, 3, -12, 19*, 0.1, 8, 6, 24
- COc1ccccc1NC(=O)N(CCCN1CCOCC1)Cc1cc2cc3c(cc2[nH]c1=O)OCO3
→ -4, 7, 0, 3, -6, 0.4, 18, -1, 3
- Cc1cccc(C(C)C)c1NC(=O)C1CN(S(=O)(=O)c2ccccc2)CCN1S(=O)(=O)c1ccccc1 (centres undefined)
→ -9, -3, 0, -25, -8, -0.3, 8, -6, 7
- CCS(=O)(=O)N1CCN(c2ccc(C(=O)NC3C4CC5CC(C4)CC3C5)cc2[N+](=O)[O-])CC1 (centres undefined)
→ -8, 2, 0, -3, -2, 0.2, 17, -3, 3
- O=C(Cc1c(O)c2ccccc2oc1=O)c1ccc(F)cc1
→ -11, -9, 0, -10, 9, 0.2, -7, 4, 6
- CCOc1ccc(OCC)c(NC(=O)C2C3C=CC(O3)C2C(=O)O)c1 (centres undefined)
→ -12, 1, 1, -20, 5, -0.3, 23, 0, 15
- Cc1cc(C(=O)N/N=C/c2c(C)nn(-c3ccccc3)c2C)n[nH]1
→ -2, -13, 1, -2, 19*, 1.2, 6, -2, -6
- CCNC(=O)/C(C#N)=C/c1c(N(Cc2ccccc2)Cc2ccccc2)nc2ccccn2c1=O
→ 4, 9, 6, -12, -8, 1.2, 3, 1, 6
- COc1ccccc1OCC(=O)Nc1nc(C)c(C)s1
→ -18, 6, 2, 8, -1, 7.1, 20, -2, 4
- CC1CC(C)CN(C(=O)CN2C(=O)NC(c3ccccc3)(c3ccccc3)C2=O)C1 (centres undefined)
→ -15, 2, 2, -1, 4, 6.3, 22, 10, 8
- CN1CCN(C(=O)C2CC(=O)N(c3ccc(Cl)cc3)C2)CC1 (centres undefined)
→ -19, -6, 1, -16, 6, 1.3, 16, -2, 13
- O=[N+]([O-])c1cc2c(cc1C=Nc1ccccc1)OCO2
→ -6, 3, 1, 0, -9, -0.4, 2, 0, -1
- Cc1ccc(NC(=S)NNC(=O)Cn2nc([N+](=O)[O-])cc2C)cc1
→ -9, 0, 1, 12, 5, 0.8, 26, -2, -6
- NS(=O)(=O)c1cccc(NC(=O)CSc2nnc3n2CCCCC3)c1
→ 6, 8, 1, 5, 4, -0.1, -13, 1, 0
- COC(=O)Cc1ccc(NC(=S)NNC(=O)c2ccccc2Br)cc1
→ -2, 1, 1, 0, -1, 0.9, 4, 0, -2
- Cc1ccc(N=Cc2c(O)n(-c3nccs3)c(=O)c3ccccc23)c(C)c1
→ 8, 2, 1, -9, -5, -0.3, -1, -2, 0
- CC(C)(C)NC(=O)C(C1CC1)n1c(=O)c(-c2cc3ccccc3[nH]2)nc2ccccc21 (centres undefined)
→ /, 14, 10, -3, -4, /, /, -3, 3
- Cc1ccc(C(=O)CCC(=O)Nc2ccccc2C)c(C)c1
→ -6, 4, 2, 16, 3, 1.2, 17, 3, -10
- CCOC(=O)c1c(NC(=O)C2=C(C)NC(=S)NC2c2ccc(C)cc2)sc(C)c1C (centres undefined)
→ -7, 9, 0, 1, -13, 0.9, 13, -3, 11
- O=C(Nc1ccc(N2CCOCC2)cc1)c1cccnc1
→ -10, -12, 1, -14, 5, 0.2, 11, -6, 11
- Cn1c(=O)cc(OCCCC(=O)NCc2ccccn2)c2ccccc21
→ -3, -2, 1, 3, 4, 0.1, 17, 0, 2
- O=C(CSCc1ccccc1)NCCc1ccc(F)cc1
→ 2, 15, 2, 4, -4, 11, 10, -3, -5
- O=C(NNC(=O)c1ccco1)c1ccccc1
→ -12, 5, 1, 0, -3, 1.7, 24, -1, 2
- CC1CCCCN1C(=O)COC(=O)c1ccc(N2CCCC2=O)cc1 (centres undefined)
→ -22, 2, 0, 7, 4, 0.7, 18, -1, 3
- CC(C)(CO)NCc1cccc(OCc2ccc(Cl)cc2)c1
→ -6, -4, 8, -6, 2, 1.7, 18, -2, 5
- Cc1ccc(-c2c(C(=O)NCc3ccccc3)oc(=O)c3ccccc23)cc1
→ -4, 6, 1, -4, -1, -0.3, 5, -6, -1

Single records, from the list above. Order of values: CHO-K1 Ca antag | M5 antag | CHRM4 agonist | CHRM4 antagonist | CHRM5 PAM | CHO-K1 Ca ag | M1 PAM parental | CHRM5 agonist | CHRM4 PAM
Cc1ccc(CC(=O)O/N=C(\N)Cc2ccc([N+](=O)[O-])cc2)cc1 in the list: -2 | -7 | 0 | -2 | 5 | 12 | 23 | -6 | 0
N#Cc1c(-c2ccccc2)cc(-c2ccccc2)nc1SCC(=O)NCC(=O)O in the list: -12 | 3 | -1 | -6 | -1 | 0.5 | 17 | -1 | 11

Additional entries:
Results follow in this order: CHO-K1 Ca antag, M5 antag, CHRM4 agonist, CHRM4 antagonist, CHRM5 PAM, CHO-K1 Ca ag, M1 PAM parental, CHRM5 agonist, CHRM4 PAM
- COc1ccc(N2C(=O)C(F)(F)C2c2ccc(C)cc2)cc1OC (centres undefined)
→ -6, -3, 0, 5, 7, 1.6, 11, -6, -1
- CCOC(=O)c1cc2c(n(-c3ccccc3)c1=O)CC(C)(C)CC2=O
→ -9, 5, -1, 1, -1, 0.9, 25, -1, 0
- O=C(COc1cc2oc(=O)c3c(c2cc1Cl)CCC3)NCCCn1ccnc1
→ -10, 9, 0, -1, -2, 1.2, 6, -3, 0
- COc1cccc(OCCNC(=O)c2cc([N+](=O)[O-])cc([N+](=O)[O-])c2)c1
→ -19, 1, 4, -3, 1, 1.2, 10, -1, 14
- N/C(=N\OC(=O)CCn1cccc(C(F)(F)F)c1=O)c1ccc(OC(F)(F)F)cc1
→ -9, 1, 0, -1, -6, 0.8, 3, -1, 3
- C[C@@H](C(=O)Nc1ccccc1N1CCOCC1)N1C(=O)C2CC=CCC2C1=O (some centres undefined)
→ 1, -4, 1, 4, 1, 0.2, 16, 1, -1
- CCC(CC)c1nnc(NC(=O)c2c(C)nn(Cc3ccccc3Cl)c2C)s1
→ 3, 4, 17, 1, -4, 8.3, 19, 17, -2
- O=C1OCCN1S(=O)(=O)Nc1ccccc1
→ -6, 6, 0, 9, 5, 1.4, 7, 0, -1
- O=C(/C=C/c1ccc([N+](=O)[O-])cc1)NCCc1ccc(F)cc1
→ 2, 1, 2, -7, -5, 1.0, 1, -2, -7
- O=C(NC(CO)C(=O)OCc1ccccc1)OCc1ccccc1 (centres undefined)
→ 1, -4, 0, -7, 3, 1.3, 11, 1, -3
- c1ccc2c(c1)CCCn1nnnc1-2
→ 1, -1, 1, 8, 4, 0.3, 14, 1, 12
- O=C(/C=C/N1CCN(Cc2ccccc2)CC1)C(F)(F)F
→ -4, 7, 0, -6, 5, 0.4, -11, -2, 8
- O=C(C1CC1)N1CCc2cc(Br)cc(S(=O)(=O)NCc3ccc4c(c3)OCO4)c21
→ 3, -8, 1, 4, -2, 0.0, 0, 0, -8
- Cc1ccc(C2CC(=O)NC(SCC(=O)Nc3nccs3)=C2C#N)cc1 (centres undefined)
→ 11, 3, 0, 5, -5, -0.2, -9, -3, -5

Three records picked at random from the list so far, as already listed:
Results follow in this order: CHO-K1 Ca antag, M5 antag, CHRM4 agonist, CHRM4 antagonist, CHRM5 PAM, CHO-K1 Ca ag, M1 PAM parental, CHRM5 agonist, CHRM4 PAM
- COC(=O)Cc1ccc(NC(=S)NNC(=O)c2ccccc2Br)cc1
→ -2, 1, 1, 0, -1, 0.9, 4, 0, -2
- O=C1OCCN1S(=O)(=O)Nc1ccccc1
→ -6, 6, 0, 9, 5, 1.4, 7, 0, -1
- Cc1cc(C(=O)N/N=C/c2c(C)nn(-c3ccccc3)c2C)n[nH]1
→ -2, -13, 1, -2, 19*, 1.2, 6, -2, -6

Screening data: PubChem BioAssay, The Scripps Research Institute Molecular Screening Center

No enrichment for hits. Share with any hit: about 2.7%.
